Screening results deposited in PubChem BioAssay by National Center for Advancing Translational Sciences (NCATS).
KB-3-1 tox: qHTS assay for MDR1-selective chemotherapeutics: Primary screen using the parental adenocarcinoma cell KB-3-1; AID 1347075, 2019; Potency, µM (highest dose often 46.1 µM), for the others: at the highest dose activity change, negative = cytotoxic, hits mostly cytotoxic; KB-3-1 viability, CellTiter-Glo ATP luminescence, 72 h; 400,000 tested, 1.4% active; also: potency is read from the fitted curve at half-maximal effect; % is scaled to controls: 0 for no effect and ±100 for the full control effect; nearly all actives have a fitted effect of over 60% in size
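Parental KB-3-1 adenocarcinoma cells in phenol-red-free DMEM with 10% FBS were pin-treated with compounds at several concentrations, incubated 72 h at 37 °C, and viability read by CellTiter-Glo luminescence; concentration-effect curves were fitted after normalization.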
MCF10A rerep: A quantitative high throughput screen for small molecules that induce DNA re-replication in MCF 10a normal breast cells; MCF 10A DNA re-replication, Hoechst nuclear intensity, 48 h; Potency, µM (titrated, usually from 46.1 µM), without a hit: at the top dose activity, positive = re-replication, actives largely listed as activators; 350,000 tested, 2.9% active; AID 624296, 2012; also: potency is read from the fitted curve at half-maximal effect; % of control where 0% means no effect; nearly all actives have a fitted effect of over 50% in size
ATXN2 expr inh: Primary qHTS for Inhibitors of ATXN expression. AID 1745845, 2022. 360,000 tested, 0.72% active. HEK-293 ATXN2-luciferase reporter, luminescence, 24 h. Potency, µM (series often up to 57 µM), for the others: at the top dose activity change, negative = inhibition, most hits filed as inhibitors; also: potency is read from the fitted curve at half-maximal effect; % is scaled to controls: 0 for no effect and ±100 for the full control effect; nearly all actives have a fitted effect of over 55% in size
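qHTS (up to 57 uM final) was run with 24 h compound exposure of reporter cells at 37 °C. Each well was multiplexed: SteadyGlo luminescence measured ATXN2-luciferase expression after a fluorogenic Gly-Phe-AFC viability readout (25 uM final).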
IL-1B inflam inh: qHTS for Inhibitors of Inflammasome Signaling: IL-1-beta AlphaLISA Primary Screen; THP-1 LPS/ATP IL-1B secretion, AlphaLISA, 16 h; active compounds read low; activity change, % at 57.5 µM; 360,000 tested, 4.7% active; in the data active = activity change below about -50%; inconclusive = mostly about -30% to -49%; also: % is scaled to controls: 0 for no effect and ±100 for the full control effect
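THP-1 cells pretreated 1 hr with compounds (up to 57.5 uM final), then stimulated with LPS (250 ng/mL final) plus ATP (1.25 mM final); secreted IL-1B measured by AlphaLISA after 16 hr, decreased signal indicating inhibition.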
ATXN viability: Viability Counterscreen for Primary qHTS for Inhibitors of ATXN expression. S2 cells (HEK-293 line with an ATXN2-luciferase reporter) viability, CellTiter-Fluor protease fluorescence, 24 h. Potency, µM (titrated, usually from 56.7 µM), hits mostly cytotoxic. 400,000 tested, 0.49% active; also: potency is read from the fitted curve at half-maximal effect; nearly all actives have a fitted effect of over 40% in size
HepG2 viability: qHTS for Inhibitors of TGF-b: Cytotox Counterscreen; HepG2 CAGA-GFP viability, ATP luminescence, 18 h; Potency, µM (doses to about 46.1 µM), inactives show top-dose activity change, negative = cytotoxicity, most hits filed as cytotoxic; 410,000 tested, 0.76% active; also: potency is read from the fitted curve at half-maximal effect; some results filed as inactive show a strong effect at the top dose
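CellTiter-Glo luminescence gave cytotoxicity after 18 hours at 37 degrees C. The cells were HepG2 CAGA-GFP in 1% FBS DMEM, stimulated with 500 pg/mL TGF-beta after compound addition. %Activity was normalised to no-cell wells (complete cell-killing) and DMSO (no toxicity), and curves were fitted and classified.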
SW480 rerep: A quantitative high throughput screen for small molecules that induce DNA re-replication in SW480 colon adenocarcinoma cells; Potency, µM (highest dose often 46.1 µM), inactives show top-dose re-replication activation, actives largely listed as activators; SW480 DNA re-replication, Hoechst DNA content imaging, 48 h; 340,000 tested, 1.8% active; also: potency is read from the fitted curve at half-maximal effect; % of control where 0% means no effect; nearly all actives have a fitted effect of over 55% in size
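250 cells/well; 23 nL cpd via pin tool; 48 hr, 37 C, 5% CO2; Hoechst 40 min; imager read of total nuclear intensity, ex 405/em 500-530 nm.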
HT1080 IDH1KD tx: qHTS for induction of synthetic lethality in tumor cells producing 2HG: qHTS for the HT-1080-IDH1KD cell line | HT-1080 IDH1 knockdown viability, ATP luminescence, 48 h | Potency, µM (titrated, usually from 46.1 µM), for the others: at the highest dose activity, negative = toxicity, actives largely listed as cytotoxic | 360,000 tested, 2% active | AID 686971, 2013;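 also: potency is read from the fitted curve at half-maximal effect; 0% = DMSO wells and -100% = cell-free medium wells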
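Assay cells: HT-1080 with IDH1 knockdown, 750 per well, RPMI/5% FBS. Exposure: 48 h at 37 °C following 2 h pre-incubation. Read: CellTiter-Glo luminescence; fitted concentration-response, curve class assigned.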
HT1080-NT tox: qHTS for induction of synthetic lethality in tumor cells producing 2HG: qHTS for the HT-1080-NT fibrosarcoma cell line. HT-1080-NT fibrosarcoma viability, CellTiter-Glo ATP luminescence, 48 h. Potency, µM (highest dose often 46.1 µM), without a hit: at the top dose activity, negative = less viability, hits mostly cytotoxic. 360,000 tested, 1.6% active. AID 686970, 2013;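 also: NT is the 2HG producing partner of a matched IDH1 knockdown line; potency is read from the fitted curve at half-maximal effect; 0% = DMSO-treated cells and -100% = media-only wells without cells; nearly all actives have a fitted effect of over 55% in size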
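750 cells/well, RPMI + 5% FBS; 2 h settle, compound pin-transfer, 48 h at 37 degrees C. CellTiter-Glo 10 min RT, luminescence. Normalized to DMSO and media-only wells.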
Starred values were filed as active, the others as inactive; i = inactive; ? = inconclusive; / = not tested or not shown; & = joins results of further samples; ! = a repeat was not active; [ ] = another dose, or the depositor's remark. Unless noted, calls follow the shape of the dose curve; as a rule, active = well fitted curve in the direction sought with a large enough effect; inconclusive = small, poorly fitted or top-dose-only effect, or another doubt; inactive = no such curve, though single readings can be large; an effect the other way counts as inactive or inconclusive.

SMILES	KB-3-1 tox	MCF10A rerep	ATXN2 expr inh	IL-1B inflam inh	ATXN viability	HepG2 viability	SW480 rerep	HT1080 IDH1KD tx	HT1080-NT tox
CCc1cccc(NC(=O)CCc2c(C)nn(-c3ccc(N4CCCCC4)nn3)c2C)c1	13%	13%	5%	0	i	-1%	-1%	-9%	-7%
CCOC(=O)N1CCN(c2c(N3CC=C(c4ccccc4)CC3)c(=O)c2=O)CC1	-9%	-9%	?	-4	i	-15%	-4%	-15%	0%
CN(C(=O)COC(=O)c1nc(Cl)c(Cl)c(Cl)c1Cl)C1CCS(=O)(=O)C1 (stereo unspecified)	?	3.7µM*	?	-99*	/	-28%	?	5.8µM*	16µM*
CC(CCc1ccccc1)NC(=O)C(Cc1ccccc1)NS(=O)(=O)c1cccs1 (stereo unspecified)	-8%	0%	0%	-7	i	-30%	15%	1%	-2%
COc1ccc(Cl)c(Cn2c(NCCCO)nc3c2c(=O)n(C)c(=O)n3C)c1	-1%	-2%	1%	16	i	-21%	-4%	3%	5%
Cc1nc(-c2ccc(S(=O)(=O)N3CCN(C4c5ccccc5-c5ccccc54)CC3)s2)cs1	-3%	1%	-13%	13	i	5%	-7%	6%	8%
CC1(C(=O)NCc2ccc3c(c2)OCO3)CCN1C(=O)CC1CCCC1 (stereo unspecified)	18%	/	20%	-8	i	1%	/	16%	-5%
O=C(NCCc1ccc(F)cc1)c1cccc(NC(=O)c2ccccc2)c1	2%	2%	4%	?	i	-12%	-17%	-9%	-3%
CC1CN(Cc2ccccc2)C(=O)NC1=O (stereo unspecified)	21%	-23%	7%	-1	?	10%	-4%	6%	11%
Cn1ccnc1SCC(=O)c1ccc(Br)cc1	3%	-6%	34%[activator]	-9	i	-15%	0%	?	-5%
NC(=O)c1cc([N+](=O)[O-])ccc1N1CCN(Cc2ccccc2)CC1	8%	10%	7%	15	i	3%	-2%	1%	8%
Cc1ccc(/C=C/c2onc(C)c2S(=O)(=O)N2CCC(C(=O)Nc3cccc(C#N)c3)CC2)cc1	-6%	/	9%	/	i	4%	/	/	/
O=C(NCCO)c1cc2cc(Cl)cc(Cl)c2oc1=O	4%	-26%	-17%[11.3 µM]	2	/	13%	-10%	11%	11%
Cc1cc(C(=O)NNS(=O)(=O)c2cc(C(=O)O)ccc2Cl)c(C)n1-c1ccccc1	6%	-5%	0%	5	i	6%	-3%	6%	0%
COCc1cccc(-c2csc(C(O)c3ccc(F)c(OC)c3)n2)c1 (stereo unspecified)	0%	/	2%	0	i	-23%	/	-8%	-28%
CC(C)(C)n1[nH]c2c3c(ccc2c1=O)C(=O)c1ccccc1C3=O	?	17%	-21%	0	?	6.3µM*	12µM*	?	?
CC1C/C(=C/c2cccs2)C(=O)/C(=C/c2cccs2)C1 (stereo unspecified)	-6%	2%	8%	-2	i	-16%	?	-6%	-7%
Cc1ccc(OCC(=O)OCCN2C(=O)c3ccccc3C2=O)cc1C	10%	-5%	0%	-1	?	4%	-702%[inhibitor]	4%	5%
CCOc1ccc(-c2nc(SCC(=O)Nc3ccc4c(c3)OCCO4)c(-c3ccc(F)cc3)[nH]2)cc1	-5%	/	4%	/	i	13µM*	/	/	/
COc1ccccc1N1CCN(C(=O)c2nn(C)c3c2CS(=O)(=O)c2ccccc2-3)CC1	-7%&1%	-1%	-5%&-2%	2	i	1%&9%	-19%	9%	16%
CC12CCC3c4cc(CN5CCOCC5)c(O)cc4CCC3C1CCC2=O (stereo unspecified)	?	?	14%	-2	i	-15%	-3%	18%	6%
Cc1ccc(S(=O)(=O)NNC(=O)c2cnn(-c3ccccc3)c2-n2cccc2)cc1	12%	14%	-1%	-3	i	-12%	-2%	12%	10%
Nc1nc(SCc2cccc(Br)c2)n[nH]1	1%	-4%	/	-18	i	5%	0%	-3%	-5%
CCn1c2ccc(Cl)cc2c2nc3ccccc3nc21	-5%	?	1%	-6	i	-10%	7%	-16%	-25%
COc1ccc(NS(=O)(=O)c2cccc(C(=O)NCCCN3CCOCC3)c2)cc1	12%	1%	11%	-9	i	-7%	-3%	11%	2%
CC(=O)N(O)CCCCCNC(=O)CCC(=O)N(O)CCCCCNC(=O)CCC(=O)N(O)CCCCCN	21µM*!	?	?	60&58	i	-3%&0%	2.5µM*!	?	?
CCn1c(SCC(=O)N(C)c2c(N)n(Cc3ccccc3)c(=O)[nH]c2=O)nc2ccccc21	13%	0%	2%	9	i	5%	0%	-5%	5%
O=C(COC(=O)c1ccc(Cl)nc1)Nc1ccccc1OC(F)F	0%	7%	1%	78	i	-9%	-4%	13%	0%
COc1ccc(-c2cc(C(=O)Nc3cnn(Cc4ccccc4C)c3)no2)cc1OC	8%	-5%	-23%	71	i	-1%	?	-24%	-43%
O=C(NCc1ccncc1)C(=O)N/N=C/c1ccccn1	8%	-9%	-2%	6	i	-2%	1%	11%	16%
Cc1ccc(NC(=O)c2cccc(F)c2)cc1S(=O)(=O)N1CCCCCC1	?	-10%	-26%	0	i	-13%	-6%	-17%	-17%
O=C(C[C@H]1C(=O)N(c2ccccc2)C[C@@H]1Cc1ccccc1)Nc1ccccc1	23µM*!	/	12%	5	i	-14%&-3%	/	6%	11%
CC(=O)N1CCc2c(sc3c2c(=O)n(-c2ccccc2)c(=O)n3CC(=O)Nc2cc(C)cc(C)c2)C1	-23%	/	?	/	?	-10%	/	/	/
O=C(CC1C(=O)NCCN1Cc1cccc(F)c1)NCCCN1CCCC1=O (stereo unspecified)	?	18%	5%	i	i	0%	-9%	12%	3%
CCC(=O)N1CCc2cc(S(=O)(=O)NCCC(=O)Nc3ccc(OC)cc3)ccc21	21%	0%	-5%	-6	i	10%	-7%	10%	2%
Cc1ccc(N=CC2=C(O)CC(c3ccccc3Cl)CC2=O)cc1 (stereo unspecified)	1%	-3%	/	-9	i	12%	-1%	7%	7%
CCCCOC(=O)c1ccc(NC(=O)Nc2ccc(OC)c(OC)c2)cc1	?	-3%	0%	-13	i	-4%	-3%	?	-5%
O=C(NCc1ccco1)C1CC(c2ccc(Cl)c(Cl)c2)=NO1 (stereo unspecified)	-13%	?	0%	21	i	1%	-4%	-5%	?
Cn1c2ccccc2c2cc(/C=N/NC(=O)c3cc(O)ccc3O)ccc21	-7%	3.7µM*	-37%	-73*	?	-9%	13%	?	-25%
Clc1ccc(OCCn2ccnc2)cc1Cl	8%	4%	-21%	-2	i	-13%	24%	-7%	-14%

One compound at a time (already shown). Order of screens: KB-3-1 tox, MCF10A rerep, ATXN2 expr inh, IL-1B inflam inh, ATXN viability, HepG2 viability, SW480 rerep, HT1080 IDH1KD tx, HT1080-NT tox
CCCCOC(=O)c1ccc(NC(=O)Nc2ccc(OC)c(OC)c2)cc1 across the screens: ?, -3%, 0%, -13, i, -4%, -3%, ?, -5%
Clc1ccc(OCCn2ccnc2)cc1Cl across the screens: 8%, 4%, -21%, -2, i, -13%, 24%, -7%, -14%
O=C(C[C@H]1C(=O)N(c2ccccc2)C[C@@H]1Cc1ccccc1)Nc1ccccc1 across the screens: 23µM*!, /, 12%, 5, i, -14%&-3%, /, 6%, 11%

Carrying on:
SMILES	KB-3-1 tox	MCF10A rerep	ATXN2 expr inh	IL-1B inflam inh	ATXN viability	HepG2 viability	SW480 rerep	HT1080 IDH1KD tx	HT1080-NT tox
Cc1ccccc1CN1C(=O)C(C)Sc2ccc(-c3ccco3)cc21 (stereo unspecified)	0%	/	1%	64	i	-31%	/	24%	?
COc1ccc(Nc2c(-c3ccco3)nc3ccc(C)cn23)cc1	2%	-2%	/	7	i	0%	2%	-2%	-3%
CC(c1n[nH]c(=S)n1-c1ccc(Cl)cc1)N(C)C (stereo unspecified)	0%	1%	-2%	7	i	5%	1%	-1%	2%
Nc1ncccc1C(=O)OCC(=O)NC1CCCCCC1	-3%	4%	11%	25	i	3%	-20%	23%	2%[9.24 µM]
CC(C)(C)c1ccc(C(=O)OCCN2CCCCC2)cc1	4%	-3%	/	15	i	-25%	-15%	0%	-3%
O=C(N/N=C/C=C\c1ccccc1[N+](=O)[O-])c1ccco1	12%	?	22%	-23	i	-41%	26µM*	7%	-3%
O=C(Nc1ccc(S(=O)(=O)Nc2ccccn2)cc1)C(F)(F)F	3%	0%	-17%	14	i	0%	-1%	10%	11%
COc1nc(N=C(N)N)nc2c(C)cccc12	-15%	30%	-18%	-63*	?	-5%	12%	?	0%
CCn1c(SCC(=O)Nc2nccs2)nnc1-c1ccccn1	8%	-4%	8%	-3	i	-3%	-4%	1%	1%
Oc1[nH]c2ccc(Br)cc2c1N=Nc1nn[nH]n1	11%	-1%	/	40	i	19%	-24%	1%	2%
Cc1cc(C)cc(N(C(=O)c2csnn2)C(C(=O)NC2CCCC2)c2ccccn2)c1 (stereo unspecified)	1%	-8%	-9%	0	i	-15%	-15%	-2%	-4%
CC(C)CC(=O)c1c[nH]c(C(=O)N2CCN(Cc3ccccc3)CC2)c1	-2%	-5%	-10%	11	i	0%	-2%	2%	2%
COc1cc([N+](=O)[O-])ccc1NC(=O)COC(=O)C=C(C)C	2%	4%	-3%	-7	i	-1%	-12%	-3%	-3%
CCOCC(O)COc1ccc(NC(=O)CC[S+](C)C)cc1 (stereo unspecified)	/	9%	3%&12%	/	i	/	-1%	/	/
CC(=O)c1ccc(S(=O)(=O)NCCCC(=O)N(C)Cc2ccc3c(c2)OCO3)cc1	7%	2%	-9%	39	i	-14%	-27%	-5%	5%
